# From PubChem
# HTT ATP protect: protects HTT-Q103 PC12 cells, measured by ATP; actives 0.14% (n = 230,000); PC12 HTT-Q103 induced, cytoprotection, ATP luminescence, 40 h; Potency, µM (doses to about 56.4 µM), inactives show cytoprotection (ATP increase), actives largely listed as activators; AID 1471;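 also: potency is read from the fitted curve at half-maximal effect; % of control where 0% means no effect; nearly all actives have a fitted effect of over 45% in size; toxic huntingtin expression switched on by the ecdysone agonist tebufenozide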
#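 Compounds added alongside 100 nM tebufenozide, which induces toxic Q103 huntingtin exon 1-GFP in stable PC12 cells; surviving cells quantified by luminescent ATP measurement. Medium: phenol red-free DMEM, 5% equine and 5% calf serum.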
# IMPase Li cell: cell-permeable IMPase inhibitors with lithium potentiation; CHO-M1 cells, IP1 TR-FRET (IP-One), carbachol + lithium; Potency, µM (series often up to 59.4 µM), inactives show top-dose activity, negative = IMPase inhibition, hits mostly inhibitors; actives 0.35% (n = 210,000); AID 1457;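 also: IP1 builds up when IMPase is blocked and the TR-FRET signal falls; potency is read from the fitted curve at half-maximal effect; plate controls were basal vehicle for no effect and high inhibitor control for full effect; nearly all actives have a fitted effect of over 50% in size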
#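 Test compounds were applied to CHO-M1 cells previously cultured for 16–30 h at 2000 per well. A small lithium amount accompanied them; after 30 min at 37C, IP1 was quantified by TR-FRET.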
# SMN2 splice up: SMN2 splice variant enhancement; HEK293 SMN2-luciferase splicing reporter, luminescence, 30-36 h; Potency, µM (titrated, usually from 46.1 µM), without a hit: at the highest dose activity change, positive = activation, usual class: activators; actives 2.8% (n = 210,000); AID 1458; also: potency is read from the fitted curve at half-maximal effect; % of control where 0% means no effect; nearly all actives have a fitted effect of over 55% in size
#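 qHTS luciferase splicing reporter: luminescence rises when SMN2 exon 7 is included in transfected HEK293 cells. Compound exposure lasted 30-36 h at 37C, with 4.5 mM final sodium butyrate as control, followed by a ONE-Glo read.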
# CBFb RUNX1 block: CBF-beta/RUNX1 interaction disruption | Q01196+Q13951 | Potency, µM (highest dose often 59.8 µM), for the others: at the top dose activity, negative = inhibition, hits mostly inhibitors | AlphaScreen CBFb-His/RUNX1-biotin binding, biochemical | 230,000 tested, under 10 active; also: % of control where 0% means no effect
# Target sequence (Q01196 whole entry, looked up): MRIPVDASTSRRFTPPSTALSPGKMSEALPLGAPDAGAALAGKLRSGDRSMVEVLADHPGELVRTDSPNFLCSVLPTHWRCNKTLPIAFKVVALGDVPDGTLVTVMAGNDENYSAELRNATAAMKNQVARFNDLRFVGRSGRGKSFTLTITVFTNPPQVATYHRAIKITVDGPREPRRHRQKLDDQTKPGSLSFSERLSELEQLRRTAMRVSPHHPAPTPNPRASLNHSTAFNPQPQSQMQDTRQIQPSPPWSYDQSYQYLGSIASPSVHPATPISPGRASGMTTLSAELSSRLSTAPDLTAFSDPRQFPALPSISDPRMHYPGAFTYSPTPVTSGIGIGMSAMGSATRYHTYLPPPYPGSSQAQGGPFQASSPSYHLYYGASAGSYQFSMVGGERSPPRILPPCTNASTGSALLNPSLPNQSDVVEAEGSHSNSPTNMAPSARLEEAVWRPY
# Target sequence (Q13951 whole entry, looked up): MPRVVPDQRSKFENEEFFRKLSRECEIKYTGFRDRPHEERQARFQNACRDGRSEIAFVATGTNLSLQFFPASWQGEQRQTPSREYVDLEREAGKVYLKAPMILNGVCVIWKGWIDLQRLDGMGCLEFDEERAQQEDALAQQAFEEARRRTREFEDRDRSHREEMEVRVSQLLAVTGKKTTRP
#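 His-tagged CBF-beta and biotinylated RUNX1 (30 nM each) were premixed 20 min at room temperature, exposed to compound for 15 min, then given nickel-chelate and streptavidin AlphaScreen beads (50 ng each). After 90 min, AlphaScreen signal was read.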
# Lamin A splicing: LMNA splicing modulation | HeLa LMNA splicing GFP/RFP minigene ratio, 48 h | Potency, µM (top dose mostly 46.1 µM), for the others: at the top dose ratio change, negative = inhibition, actives largely listed as inhibitors | actives 0.01% (n = 200,000) | AID 1487; active = well fitted inhibition curve with a large enough effect in the signal ratio, with a control signal flat, not every such curve was filed as active; inconclusive = small, poorly fitted or top-dose-only effect, or effect the other way, or a change in a side signal; the % refers to the signal ratio; also: potency is read from the fitted curve at half-maximal effect; % is scaled to controls: 0 for no effect and ±100 for the full control effect
#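 S3 HeLa stable clones carrying a lamin A-EGFP splicing minigene plus DsRed2 were seeded at 600 cells/well in Opti-MEM with 2% FBS, pin-dosed and incubated 48 h at 37°C. Acumen cytometry (488 nm) gave the GFP/RFP total-intensity ratio.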
# Luc counter: Kinase-Glo luciferase inhibition (counter-screen). Kinase-Glo luciferase, ATP luminescence, 8 min. Potency, µM (top dose mostly 38.3 µM), without a hit: at the top dose activity change, negative = inhibition, hits mostly inhibitors. actives 0.28% (n = 200,000). AID 1379; also: potency is read from the fitted curve at half-maximal effect; % is scaled to controls: 0 for no effect and ±100 for the full control effect; nearly all actives have a fitted effect of over 60% in size
#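 Substrate mix (final 50 mM imidazole pH 7.2, 50 mM KCl, 7 mM MgCl2, 10 uM ATP, 0.01% Tween 20, 0.05% BSA) plus pin-tool compound, then Kinase-Glo detection mix; 8 min ambient, luminescence read.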
# HTT aggregate: inhibitors of mutant huntingtin aggregate formation in PC12 cells. Potency, µM (series often up to 46.1 µM), without a hit: at the top dose activity change, negative = inhibition, actives largely listed as inhibitors. PC12 HttQ103-GFP aggregates, Acumen cytometry, 40 h. actives 1.1% (n = 220,000); also: potency is read from the fitted curve at half-maximal effect; % is scaled to controls: 0 for no effect and ±100 for the full control effect; nearly all actives have a fitted effect of over 60% in size
#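 Using laser scanning cytometry, GFP-positive aggregates were counted after lysis of PC12 cells induced with 100 nM tebufenozide to express HTT exon 1 Q103–GFP. Compounds were tested in titration.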
# * hit, by the source's call; ? = inconclusive; nt = not tested or not shown; & = joins results of further samples; [ ] = dose if it differs, or a comment. Unless noted, calls follow the shape of the dose curve; as a rule, active = well fitted curve in the direction sought with a large enough effect; inconclusive = small, poorly fitted or top-dose-only effect, or another doubt; inactive = no such curve, though single readings can be large; an effect the other way counts as inactive or inconclusive.
SMILES,HTT ATP protect,IMPase Li cell,SMN2 splice up,CBFb RUNX1 block,Lamin A splicing,Luc counter,HTT aggregate
CN(CC(=O)Nc1cccc(F)c1)C(=O)CCCc1cccs1,25.1%[10 µM],nt,nt,1.1%,-8.3%,nt,10.6%
COc1ccc(OCc2nnc(SCC(=O)N(C)Cc3ccccc3)n2N)cc1,-26.5%,5.4%,-0.3%,3.3%,6.9%[46 µM],5.9%,-20.9%
COc1ccc(OC)c(C2C(C(C)=O)=C(O)C(=O)N2CCN2CCOCC2)c1 (stereo not given),5.6%,3.0%[38.3 µM],-0.3%,5.7%,8.2%,2.6%,3.3%
COC(=O)c1ccc(NC(=O)CSc2n[nH]c(-c3ccncc3)n2)cc1,-7.8%[10 µM],10.5%[38.3 µM],2.7%,6.4%,-4.7%,-0.6%,14.5%
Cc1nn(-c2ccccc2)c(Cl)c1CN(C(=O)CCl)c1cccc2ccccc12,25.8%[1.9 µM],12.2%,-55.7%[inhibitor],-3.3%,?,2.3%,12.6µM*
CCOc1ccc(N2CC(C(=O)Nc3ncccc3C)CC2=O)cc1 (stereo not given),-5.2%,nt,nt,2.7%,5.9%,nt,-12.9%
CO[C@H]1OC[C@@]2(C)[C@@H]3C4=C(CN2C(=O)OC(C)(C)C)[C@H](C)[C@H](CO)[C@H](CO)[C@H]4CC[C@H]13,-43.7%[inhibitor],-3.2%,0.5%,-1.9%,nt,-3.2%,nt
C=CCc1ccccc1OCC(CN1CCCCC1)OC(C)=O (stereo not given),-11.3%[10 µM],20.2%[38.3 µM],9.8%,2.8%,-5.1%,1.6%,15.7%
O=S(=O)(Cc1ccccc1)/C1=C(\N2CCOCC2)CCCCCC1,-7.9%[0.074 µM],-18.3%[38.3 µM],-12.3%,-1.4%,?,9.8%,-1.2%
Cn1cc(CN2CCCC(C(=O)c3nccn3C)C2)c(-c2cccc(Cl)c2)n1 (stereo not given),-24.7%,9.5%,nt,9.1%,nt,-0.5%,16.8%
CC(C)(C)n1nnnc1CN(Cc1cccnc1)Cc1ccccc1Cl,-7.1%,9.0%[38.3 µM],-7.8%,-1.9%,-6.0%,0.8%,12.7%
CNCCc1ccccn1,?,-3.3%&6.0%&2.0%,-2.0%,7.8%,?,-1.1%,-9.2%
COc1cccc(/C=N/NC(=O)CCn2c3ccccc3c3ccccc32)c1,23.8%[10 µM],8.0%,2.2%,1.6%,-1.9%,0.6%,-0.5%
COC(=O)c1c(NC(=O)CN2CCN(C(=O)c3ccco3)CC2)c2cc(C)ccc2n1C,-24.3%[0.074 µM],-14.2%[38.3 µM],-24.2%,-5.0%,-3.0%,-2.7%,14.8%
O=C(CNC(=O)c1ccco1)OCc1c(F)cccc1Cl,4.5%[10 µM],4.4%[38.3 µM],18.8%,1.9%,-0.9%,2.4%,3.0%
CN(Cc1ccccc1)C(=O)COC(=O)CCNC(=O)c1ccccc1Cl,-10.8%,-5.2%,2.0%,14.1%,nt,0.5%,-4.5%
COc1ccccc1CN=c1c([N+](=O)[O-])nn(-c2ccc3c(c2)OCCO3)n1O,-5.2%[10 µM],-0.4%,?,?,-8.1%,2.2%,15.0%
O=C(COC(=O)c1cc(-c2cccc3ccccc23)nc2ccccc12)NC1CCS(=O)(=O)C1 (stereo not given),28.4%[10 µM],?,-28.9%,3.4%,-5.1%,0.2%,5.9%
COc1ccccc1C(=O)Nc1ccc(S(=O)(=O)Nc2onc(C)c2C)cc1,15.3%[10 µM],nt,nt,9.6%,nt,nt,8.3%[9.22 µM]
CC1CCN(c2ccc(C(=O)NCc3ccc4c(c3)OCO4)cc2[N+](=O)[O-])CC1,nt,5.5%,-7.7%,?,-10.0%,0.6%,?
N#Cc1cc(-c2ccccc2)cnc1Cl,-15.8%[10 µM],25.1%[38.3 µM],-17.9%,4.5%,1.3%,-0.4%,19.1%
CCOc1cc(N2CCOCC2)c(OCC)cc1NC(=O)CN1C(=O)C2C3C=CC(C3)C2C1=O (stereo not given),14.5%[10 µM],4.2%,8.7%,7.4%,-9.7%[46 µM],1.4%,10.6%
COC(=O)CCC(C)C1CCC2C3CC[C@H]4CC(O)CC[C@@]4(C)C3CC(O)[C@]12C (stereo not given in full),nt,-1.1%,1.3%,nt,?,0.5%,nt
O=C(O)CCN(Cc1ccccc1)S(=O)(=O)c1ccccc1Cl,-4.0%[10 µM],7.8%,14.3%,1.1%,-10.3%[46 µM],1.1%,?
Cc1cc(C)nc(NS(=O)(=O)c2ccc(NC(=O)COc3ccccc3)cc2)n1,-0.7%,11.2%[38.3 µM],4.4%,7.4%,16.6%,-1.9%,19.1%
O=C(CN1CCc2ccccc2C1)Nc1ccc(F)cc1F,2.0%[10 µM],6.1%,3.8%,6.9%,2.1%[46 µM],0.9%,8.6%
COc1ccc(CC(=O)Nc2ccc(S(=O)(=O)Nc3ncccn3)cc2)cc1OC,21.4%[10 µM],nt,nt,5.5%,nt,nt,-13.5%[9.22 µM]
O=C(CCSc1ccc(F)cc1)Nc1ccc(-n2cnnn2)cc1,-15.3%[4.97 µM],11.8%[38.3 µM],-3.7%,2.5%,?,-2.0%,-21.8%
COc1ccc(-c2nc(C(N)=O)c3[nH]c(=O)n(-c4cccc(Cl)c4)c3n2)cc1OC,9.4%[10 µM],23.5%[38.3 µM],1.9%,-10.7%,?,0.6%,?
C/C(=C\[C@@H](NP(=O)(c1ccccc1)c1ccccc1)c1ccccc1)CO[Si](c1ccccc1)(c1ccccc1)C(C)(C)C,-1.8%,1.6%,-0.7%,-11.0%,nt,-2.5%,nt

# 2 records drawn at random from the list so far, as already listed:
SMILES,HTT ATP protect,IMPase Li cell,SMN2 splice up,CBFb RUNX1 block,Lamin A splicing,Luc counter,HTT aggregate
O=C(CCSc1ccc(F)cc1)Nc1ccc(-n2cnnn2)cc1,-15.3%[4.97 µM],11.8%[38.3 µM],-3.7%,2.5%,?,-2.0%,-21.8%
O=C(CN1CCc2ccccc2C1)Nc1ccc(F)cc1F,2.0%[10 µM],6.1%,3.8%,6.9%,2.1%[46 µM],0.9%,8.6%

# (cont.)
SMILES,HTT ATP protect,IMPase Li cell,SMN2 splice up,CBFb RUNX1 block,Lamin A splicing,Luc counter,HTT aggregate
CC(=O)c1sc(-c2ccccn2)nc1C,-11.6%,-7.8%,nt,4.0%,nt,nt,-1.0%
Cc1cc(N2CC(C)OC(C)C2)nc2ccccc12 (stereo not given),-42.3%,2.4%,-0.7%,0.6%,?,1.5%,10.9%
S=C(NCCc1ccccn1)Nc1ccc(Cl)cc1,14.9%[10 µM],-21.8%,?,3.8%,-11.0%,0.6%,-7.5%
CCCCn1ccnc1C(=O)c1cccc(S(=O)(=O)N2CC(C)CC(C)C2)c1 (stereo not given),-24.3%,47.8%[activator][38.3 µM],5.8%,9.1%,?,-0.4%,-44.6%
Cc1sc(NC(=O)c2ccco2)c(C(c2cccnc2)N2CCN(CCO)CC2)c1C (stereo not given),-3.7%,-4.4%,7.7%,-5.0%,-4.5%[46 µM],-0.1%,-20.2%
Cc1ccc(NC(=O)C(C)Sc2nnc(-c3cccnc3)o2)cc1 (stereo not given),-7.7%[10 µM],-2.4%[38.3 µM],2.3%,-1.6%,2.0%,1.2%,4.9%
CC(OC(=O)CCN1C(=O)c2cccc([N+](=O)[O-])c2C1=O)C(=O)Nc1cc(Cl)cc(Cl)c1 (stereo not given),nt,3.6%,5.3%,0.3%,10.5%,2.5%,8.6%
CNC(=O)CN(c1cc(C)ccc1C)S(C)(=O)=O,3.9%[0.074 µM],6.2%[38.3 µM],26.0%,9.4%,4.8%,-1.1%,6.3%
O=C(O)c1ccc(-n2cncn2)c([N+](=O)[O-])c1,20.5%[10 µM],nt,nt,3.9%,8.8%[46 µM],nt,10.8%[9.22 µM]
CCC(C(=O)NC1CCCCC1)n1c(SCc2cccc(F)c2)nc2ccncc21 (stereo not given),nt,14.3%,-45.9%&-13.9%[inhibitor],-0.1%[2.36 µM],?,0.7%,1.1%
Cc1cccc(N2C(=O)CC(N3CCN(c4ccccn4)CC3)C2=O)c1 (stereo not given),nt,9.2%,1.3%,0.3%,14.7%[46 µM],-1.4%,nt
CC(C)CC1NC(=O)C(CCCN)NC(=O)C(C(C)C)NC(=O)C2CCCN2C(=O)C(Cc2ccccc2)NC(=O)C(CC(C)C)NC(=O)C(CCCN)NC(=O)C(C(C)C)NC(=O)C2CCCN2C(=O)C(Cc2ccccc2)NC1=O (stereo not given),-34.7%[inhibitor],21.9%,-81.8%[inhibitor],-11.6%,?,-10.7%,?
Nc1nonc1C(=O)N/N=C/c1ccncc1,-13.0%,7.2%,-40.6%,0.6%,nt,?,-5.5%
COc1ccc2nc(C)cc(SCC(=O)Nc3c(C)cccc3C)c2c1,0.7%[10 µM],2.9%,2.2%[1.84 µM],-1.4%,-10.4%,0.0%,-6.8%
N#C/C(=C\c1cccs1)C(=O)c1ccccc1Cl,3.6%[10 µM],nt,nt,-1.5%,nt,nt,-1.2%[9.22 µM]
Fc1cc2nc(-c3ccncc3)[nH]c2cc1F,-25.7%,-1.9%[38.3 µM],12.8%,2.0%,7.8%,-1.5%,16.2%
COc1ccccc1CNc1ccnc(-c2ccccc2OC)n1,6.6%,13.9%,nt,nt,?,nt,nt

# Part of the list above, reduced to HTT aggregate, Luc counter and SMN2 splice up:
mol,HTT aggregate,Luc counter,SMN2 splice up
CNC(=O)CN(c1cc(C)ccc1C)S(C)(=O)=O,6.3%,-1.1%,26.0%
O=C(O)c1ccc(-n2cncn2)c([N+](=O)[O-])c1,10.8%[9.22 µM],nt,nt
CCC(C(=O)NC1CCCCC1)n1c(SCc2cccc(F)c2)nc2ccncc21 (stereo not given),1.1%,0.7%,-45.9%&-13.9%[inhibitor]
Cc1cccc(N2C(=O)CC(N3CCN(c4ccccn4)CC3)C2=O)c1 (stereo not given),nt,-1.4%,1.3%
CC(C)CC1NC(=O)C(CCCN)NC(=O)C(C(C)C)NC(=O)C2CCCN2C(=O)C(Cc2ccccc2)NC(=O)C(CC(C)C)NC(=O)C(CCCN)NC(=O)C(C(C)C)NC(=O)C2CCCN2C(=O)C(Cc2ccccc2)NC1=O (stereo not given),?,-10.7%,-81.8%[inhibitor]
